High-throughput results: PubChem BioAssay, several laboratories
FadD28 FP inh – inhibitors of Mycobacterium tuberculosis FadD28 bisubstrate binding. FadD28 bisubstrate probe binding, fluorescence polarization. inhibition, % at 12.5 µM. 360,000 compounds, 0.22% hits. AID 588549; in the data active means inhibition above about 8.5%, passing the limit was not always enough; inconclusive means no clear call, values can overlap the other calls
PfHsp40 rescue – restores yeast growth despite PfHsp40 toxicity; S. cerevisiae expressing PfHsp40, growth rescue, ATP luminescence; growth rescue, % at 12.5 µM; 340,000 compounds, 0.68% hits; AID 504582; in the data active means growth rescue above about 28%, passing the limit was not always enough; inconclusive means no clear call, values can overlap the other calls;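 further: yeast W303a lacking pdr1 and pdr3 grown in galactose medium; growth measured after three days at 30 °C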
GDH-TPI counter – GDH-TPI coupled enzyme inhibition counter-screen. inhibition, % at 4.8 µM. AID 588335. GDH-TPI coupled enzyme counterscreen, NADH absorbance. 360,000 compounds, 1.2% hits; in the data active means inhibition above about 30%;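 further: 0% = DMSO wells and 100% = wells lacking the enzyme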
BH1578 lux ind – induces V. cholerae light production without autoinducers | activation, % at 18.7 µM | 350,000 compounds, 0.16% hits | V. cholerae BH1578 lux reporter, luminescence, 6 h; in the data active means activation mostly above about 9.7%, no sharp cut-off; inconclusive means no clear call, values can overlap the other calls; inactive means mostly below about 3.7%; further: not every result past the cut was called active; inactives centre near 0; reference of the scale not given here
BioA inh – BioA (M. tuberculosis) enzyme inhibition; purified M. tuberculosis BioA enzyme, plate reader; inhibition, % at 9.99 µM; 360,000 compounds, 0.096% hits; AID 602481; in the data active means inhibition above about 40%; inconclusive means no clear call, values can overlap the other calls
TcdB GH inh – blocks C. difficile toxin B glycohydrolase activity. P18177. TcdB glycohydrolase enzymatic assay, plate reader. inhibition, % at 9.99 µM. 350,000 compounds, 0.24% hits. AID 652162; in the data active means inhibition above about 10%
Yp Topo-I inh – inhibitors of Yersinia pestis topoisomerase I. Y. pestis Topo-I cleavage product accumulation, plate reader. activity, % at 10 µM. 360,000 compounds, 0.064% hits; in the data active means activity above about 50%, passing the limit was not always enough; inconclusive means no clear call, values can overlap the other calls; further: inactives centre near 2
FBA Mtb inh – Mtb fructose-bisphosphate aldolase inhibition; P9WQA3; purified M. tuberculosis FBA, fluorescence read-out; inhibition, % at 1 µM; 360,000 compounds, 2.3% hits; AID 588726; in the data active means inhibition above about 27%;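 further: 0% = vehicle and 100% = reference inhibitor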
Target sequence (P9WQA3 whole entry, looked up): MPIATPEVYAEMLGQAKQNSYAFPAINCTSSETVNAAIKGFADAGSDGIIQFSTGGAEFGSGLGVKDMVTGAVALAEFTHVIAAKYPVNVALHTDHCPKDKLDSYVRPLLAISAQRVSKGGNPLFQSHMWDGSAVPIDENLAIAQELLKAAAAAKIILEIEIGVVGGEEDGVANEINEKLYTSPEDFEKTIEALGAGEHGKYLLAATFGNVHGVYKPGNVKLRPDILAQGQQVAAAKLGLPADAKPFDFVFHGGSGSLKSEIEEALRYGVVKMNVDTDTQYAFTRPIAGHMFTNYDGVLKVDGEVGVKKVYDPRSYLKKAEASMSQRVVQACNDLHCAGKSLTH
UGM FP inh – Mtb UDP-galactopyranose mutase inhibition | inhibition, % at 10 µM | 320,000 compounds, 0.06% hits | purified UGM, fluorescence polarization probe displacement | AID 504406; in the data active means inhibition above about 10%, passing the limit was not always enough; inconclusive means no clear call, values can overlap the other calls
Target sequence (P9WIQ1 whole entry, looked up): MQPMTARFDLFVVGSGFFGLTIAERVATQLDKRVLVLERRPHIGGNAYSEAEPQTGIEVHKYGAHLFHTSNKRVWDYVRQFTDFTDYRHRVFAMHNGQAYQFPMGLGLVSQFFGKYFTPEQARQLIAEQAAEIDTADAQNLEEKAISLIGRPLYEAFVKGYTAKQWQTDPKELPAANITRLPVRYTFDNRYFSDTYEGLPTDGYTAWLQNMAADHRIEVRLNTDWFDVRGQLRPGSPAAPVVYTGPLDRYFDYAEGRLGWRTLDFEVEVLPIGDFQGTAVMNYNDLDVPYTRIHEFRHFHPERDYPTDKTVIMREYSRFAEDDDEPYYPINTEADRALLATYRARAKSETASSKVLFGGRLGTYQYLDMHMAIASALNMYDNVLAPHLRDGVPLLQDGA
* hit, by the source's call; i = inactive; ? = inconclusive; . = no result given; & = joins results of further samples.

Under each structure: FadD28 FP inh	PfHsp40 rescue	GDH-TPI counter	BH1578 lux ind	BioA inh	TcdB GH inh	Yp Topo-I inh	FBA Mtb inh	UGM FP inh
- Cc1ccc(/C=N/n2cnc3sc(-c4ccccc4)cc3c2=O)o1
  -0.5	-0.5	8	i	-0.6	.	6	2	0.3
- O=C(NN1CCOCC1)c1cn(-c2ccccc2)nc1-c1cccs1
  -3.0	-0.6	0	-0.4	-0.8	1.6	1	-2	1.1
- O=C(NCCSc1ncc(-c2ccccc2)[nH]1)c1ccco1
  -1.1	-1.0	-4	-0.3	0.1	2.8	5	-1	-2.2
- CC1(C(=O)NS(=O)(=O)c2ccc(Cl)cc2)CCN1C(=O)Cc1cccs1 (centres undefined)
  1.0	.	-6	-2.2	-0.2	-0.2	9	3	.
- C[C@@H]1CN([C@@H](C)CO)C(=O)CCCn2nncc2CO[C@@H]1CN(C)S(=O)(=O)c1ccc(-c2ccccc2)cc1
  -1.7	.	-12	-0.4	-0.2&1.0&-2.8	0.0&1.1&-0.2	16	-3	.
- CCOc1cc(N2CCOCC2)c(OCC)cc1NC(=O)c1ccc(S(=O)(=O)N(C)C)cc1
  -4.0	0.7	18	1.1	1.0	1.4	-5	0	4.2
- C=C(C)CSc1nc2ccccc2[nH]1
  0.2	0.7	14	-0.2	.	1.4	1	0	1.2
- CC1(Oc2ccc(F)cc2)CCN(Cc2ccccc2OC(F)F)C1 (centres undefined)
  -3.8	.	2	i	-1.2	0.7	9	-3	.
- CN(CC(=O)Nc1cccc(Cl)c1)S(=O)(=O)c1ccc2[nH]c(=O)oc2c1
  -1.1	0.7	9	i	0.7	-0.1	-6	-1	-1.8
- Cc1scc(C(=O)N/N=C/c2ccc(OC(C)C)cc2)c1C
  -1.0	0.5	16	.	-0.5	.	-4	-1	-2.0
- O=C(CSc1nccn1-c1ccccc1)NCc1ccc(F)cc1
  0.6	-0.5	7	-0.3	1.1	0.4	2	-1	0.1
- CCOc1cc(C=O)ccc1OCCCN1C(=O)NC(C)(C)C1=O
  -0.3	1.4	-10	4.1	0.4	.	-9	5	-0.3
- CCCN(CC(=O)Nc1ccccc1OC)C(=O)CCC(=O)c1ccc(Cl)s1
  -6.0	0.8	-4	-0.2	0.9	-0.2	17	0	-2.5
- O=C(NCCCl)Nc1cccnc1Cl
  1.0	0.4	-3	-0.3	.	-0.4	8	2	-3.4
- Cc1ccc(/C=C/c2nc3ccccc3[nH]2)o1
  -0.3	0.1	13	i	.	0.0	3	18	-0.4
- Cc1cccc(C)c1NC(=O)CN(C)C(=O)CSC(=S)N1CCCC1
  -4.5	0.3	2	-0.3	.	2.9	1	3	1.5
- COC(=O)C(C)NC(=O)C12CC3CC(C1)CC(c1ccc(C)cc1)(C3)C2 (centres undefined)
  -3.2	2.7	6	-0.6	.	0.2	40	1	-1.8
- NS(=O)(=O)c1cccc(NC(=O)COC(=O)Cc2n[nH]c(=O)c3ccccc23)c1
  -1.4	1.8	-2	-0.3	1.0	2.2	2	2	2.9
- COc1ccc(-c2c(NC(C)=O)n(C)c3ccccc3c2=O)cc1
  -3.5	-0.5	36*	1.4	0.4	.	-1	26	-5.6
- c1ccc(Cc2nn[nH]n2)cc1
  -2.2	1.5	-6	.	-0.6	.	2	1	0.5

Reprinted at random: 6 entries already listed.
Under each structure: FadD28 FP inh	PfHsp40 rescue	GDH-TPI counter	BH1578 lux ind	BioA inh	TcdB GH inh	Yp Topo-I inh	FBA Mtb inh	UGM FP inh
- O=C(NCCCl)Nc1cccnc1Cl
  1.0	0.4	-3	-0.3	.	-0.4	8	2	-3.4
- Cc1cccc(C)c1NC(=O)CN(C)C(=O)CSC(=S)N1CCCC1
  -4.5	0.3	2	-0.3	.	2.9	1	3	1.5
- COC(=O)C(C)NC(=O)C12CC3CC(C1)CC(c1ccc(C)cc1)(C3)C2 (centres undefined)
  -3.2	2.7	6	-0.6	.	0.2	40	1	-1.8
- O=C(CSc1nccn1-c1ccccc1)NCc1ccc(F)cc1
  0.6	-0.5	7	-0.3	1.1	0.4	2	-1	0.1
- CCCN(CC(=O)Nc1ccccc1OC)C(=O)CCC(=O)c1ccc(Cl)s1
  -6.0	0.8	-4	-0.2	0.9	-0.2	17	0	-2.5
- NS(=O)(=O)c1cccc(NC(=O)COC(=O)Cc2n[nH]c(=O)c3ccccc23)c1
  -1.4	1.8	-2	-0.3	1.0	2.2	2	2	2.9

Next compounds follow.
Under each structure: FadD28 FP inh	PfHsp40 rescue	GDH-TPI counter	BH1578 lux ind	BioA inh	TcdB GH inh	Yp Topo-I inh	FBA Mtb inh	UGM FP inh
- CCN(CC)CCn1c(SCC(=O)NCCC2=CCCCC2)nc2c(sc3ccccc32)c1=O
  -0.4	0.1	6	-1.1	-5.0	0.4	7	10	0.4
- COc1ccc(NC(=O)C(Sc2nnc3ccccn23)c2ccccc2)cc1Cl (centres undefined)
  -2.9	1.3	8	-0.2	.	-0.5	-4	0	2.4
- Nc1cc(=O)[nH]c(SCc2csc(-c3ccccc3)n2)n1
  -3.2	1.4	-7	-0.3	.	1.5	11	1	-0.3
- O=C(O)c1ccccc1C(=O)NC1=NN(c2ccccc2)CC1
  .	13	2	i	0.0	0.2	0	-4	0.9
- CNc1cnc(-c2ccc(F)c(F)c2F)cn1
  -0.3	.	10	-0.4	0.7	0.2	4	166*	.
- COc1ccccc1C(=O)COC(=O)c1ccc(Cl)nc1
  -1.3	-1.7	0	i	1.3	1.4	12	0	-1.9
- COc1ccc(C=O)cc1COc1c(F)c(F)cc(F)c1F
  0.4	-1.4	9	8.3	-0.4	.	6	3	0.0
- NC(=O)CSc1nnc(Cc2ccc3c(c2)OCO3)o1
  -1.9	0.4	-3	-0.3	.	1.4	-3	-2	-0.6
- O=C(CCCn1c(=S)[nH]c2cc3c(cc2c1=O)OCO3)NCCc1ccccc1Cl
  -3.1	-1.4	-3	0.1	-0.4	5.7	13	-3	0.2
- COc1ccc(CNC(=O)CCCCCNC(=O)N2CCn3c2nc2ccccc23)cc1
  -4.7	0.1	-4	-0.9	-0.4	1.2	10	-5	1.4
- Cc1ccc2c(c1)NC(=O)C(CC(=O)Nc1ccc(Br)c(C)c1)O2 (centres undefined)
  -0.7	-1.0	-3	i	-0.6	1.6	0	3	-0.9
- CCN1CCN(CC(=O)N2N=C(c3cccs3)CC2c2ccc(OC)cc2)C(=O)C1=O (centres undefined)
  -1.4	0.9	3	1.1	.	1.7	-3	0	-0.4
- O=S(=O)(N1CCCCCC1)N1CCNCC1
  0.5	-0.7	1	0.4	-0.1	0.4	2	1	0.5
- CCCNC(=O)CSc1nc(COc2ccccc2)nc2ccccc12
  -0.3	-0.4	1	0.1	.	0.9	25	-2	0.1
- Cc1cccc(C)c1NC(=O)CNC(=O)C(Cc1ccccc1)NC(=O)c1ccccc1 (centres undefined)
  -0.4	0.0	-7	-0.2	-3.9	1.1	-10	3	0.8
- O=C(O)CCNC(=O)OCC1c2ccccc2-c2ccccc21
  0.5	-1.5	1	-3.7	-1.4	0.7	4	2	-0.4
- COc1ccccc1/C=C/C=N/NC(=O)c1cccs1
  -5.0	-0.8	45*	-0.2	1.8	1.4	9	0	1.1
- CC(C)=C1C(=O)NN(c2ccc(F)c(Cl)c2)C1=O
  ?	-1.1	10	i	0.4	-2.6	-5	-1	-0.4
- CC1CCCCN1C(=S)NC(=O)c1ccccc1 (centres undefined)
  -3.3	-0.4	-6	i	0.5	0.7	4	-3	2.6
- COc1ccc(N2C(=O)C(F)(F)C2c2ccccc2F)cc1 (centres undefined)
  -4.0	0.8	-2	-0.4	1.7	1.1	-9	0	.
- CCOC(=O)CSc1c(-c2ccc(Cl)cc2)[nH]c2ccccc12
  0.8	3.8	2	0.4	-2.1	1.0	-6	3	1.8
- O=C(Cc1ccc(F)cc1)N(c1ccc(F)cc1)C1C=CS(=O)(=O)C1 (centres undefined)
  -2.1	1.5	-9	0.0	-1.0	.	-11	-1	0.1
- COc1ccc(N(CC(=O)NC2CCCCC2)S(=O)(=O)c2cccs2)cc1
  -3.7	-0.7	4	-0.4	-0.6	1.3	-9	-1	1.1
- COC(=O)c1ccc(C(=O)OC)c(NC(=O)CSCc2ccc(Br)cc2)c1
  -0.4	2.0	5	-0.4	-0.8	2.2	24	2	-4.1
- COc1cccc(CNC(=O)C(=O)NCCC2CCCCN2S(=O)(=O)c2ccc(C)cc2)c1 (centres undefined)
  -1.5	20	-9	i	-0.2	0.2	48	1	0.8
- COc1ccc(C(O)(CCc2ccccc2)CCN2CCCCC2)cc1 (centres undefined)
  -2.4	-0.2	4	-0.5	-0.3	1.7	-2	2	0.5
- O=[N+]([O-])c1cccc(CN2CCN(Cc3ccc(Br)cc3)CC2)c1
  -5.1	-0.3	9	0.7	.	1.9	12	-5	-1.5
- Nc1cc(=O)[nH]c(SCC(=O)Nc2ccc(Br)cc2)n1
  -0.8	0.3	-2	-4.0	-3.1	.	-2	-1	-0.2
- Cc1cc(OCC(=O)N2CCC(C(=O)NCC(C)C)CC2)c2c3c(c(=O)oc2c1)CCCC3
  -1.2	-0.8	6	i	1.1	0.8	7	6	-0.2
- CCOc1ccc(NC(=O)COC(=O)CC2CCCCC2)cc1
  1.8	16	-7	-0.9	0.1	0.7	13	1	-1.2
- CCOC(=O)Nc1nc(-c2ccccc2)c(C(=O)c2ccc(Cl)cc2)s1
  -2.7	8.7	10	-1.0	3.2	.	31	1	1.9
- CN1CCN(C(=O)Nc2ccccc2CC[N+](=O)[O-])CC1
  -0.5	-0.5	0	i	-0.7	-0.4	4	1	0.4
- O=c1c2ccccc2nnn1CSc1nnc(C2COc3ccccc3O2)n1-c1ccccc1 (centres undefined)
  -2.7	3.0	9	-0.3	3.3	.	14	-4	-0.1
- CC(C)C1C(C#N)=C(N)Oc2n[nH]c(-c3ccccc3)c21 (centres undefined)
  -2.7	-0.4	1	-0.4	-1.2	.	-5	0	-0.4
- COc1ccc2c(c1)OC[C@H]1[C@H]2N2C(=O)c3cc(F)ccc3NC(=O)[C@@]2(C)[C@H]1c1ccccc1
  -3.8	4.4	6	0.4	-1.7	-10&1.2	2	-1	3.8
- Cc1ccc2nc(-c3cc(N)cc(N)c3)oc2c1
  -5.0	1.3	8	0.7	-0.1	.	-22	4	-1.2
- CN(Cc1c(C(=O)N/N=C/c2cccc(Cl)c2)nnn1-c1nonc1N)c1ccccc1
  -1.5	2.8	15	i	-1.4	7.8	-9	2	-2.5
- COc1cccc(-n2cnnc2SCC(=O)NC2CC2)c1
  -4.4	0.2	5	i	0.6	-0.5	4	-3	-2.3
- CC(=O)c1cccc(NC(=O)CSCc2ccccc2)c1
  0.4	3.0	-1	2.9	2.9	.	18	-1	-3.4
- COc1ccc(/C=N/n2c(C)nc3sc(C)c(C)c3c2=O)cc1OC
  -2.6	-0.9	-8	1.6	.	0.7	0	1	1.4
- CC(=O)Oc1cc2c(cc1OC(C)=O)C(=O)CCCC2
  -3.7	.	19	-11	-0.9	-2.1	4	-7	.
- COc1ccc(C2SCC(=O)Nc3c2c(C)nn3C2CCOC(C)(C)C2)cc1 (centres undefined)
  -1.0	-1.9	10	-0.3	-0.1	.	9	4	2.6
- O=C(c1c(F)cccc1F)N1CCN(c2ncccn2)CC1
  -4.8	0.4	-5	i	-1.0	.	12	3	-0.3
- CC(=O)Nc1ccc(S(=O)(=O)N(C)CC(=O)OCC(=O)N2CCCCCC2)cc1
  0.6	-0.9	0	-0.7	-1.1	0.8	3	-1	0.9
- COc1ccc(CCNC(=O)C2CC(=O)N(c3ccc(C)cc3)C2)cc1OC (centres undefined)
  -0.9	0.4	-2	-0.4	-2.8	-8.1	4	2	1.2
- O=C(c1cncc(Br)c1)N1CCN(S(=O)(=O)c2ccccc2C(F)(F)F)CC1
  -2.8	-0.3	-3	-0.2	.	-0.3	-5	-2	-3.2
